GAA inhib – inhibitors of human lysosomal alpha-glucosidase. Potency, µM (series often up to 76.9 µM), without a hit: at the highest dose activity change, negative = inhibition, actives largely listed as inhibitors. AID 1466. purified human GAA, 4-MU-alpha-glucoside fluorescence. P10253. 200,000 compounds, 0.005% hits;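 also: potency is read from the fitted curve at half-maximal effect; plate controls were uninhibited enzyme wells for no effect and no-enzyme background for full effect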
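Human enzyme at 4 nM with 400 uM 4-methylumbelliferyl-alpha-D-pyranoside, citrate/phosphate buffer pH 5.0, 0.005% Tween-20, 20 min at room temperature. Compounds up to 77 uM. 4-MU fluorescence (Ex 365/Em 440) read after NaOH/glycine stop; AC50 from Hill fit.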
LMNA splice mod – modulators of lamin A splicing; Potency, µM (series often up to 46.1 µM), for the others: top-dose ratio change, negative = inhibition, most hits filed as inhibitors; AID 1487; HeLa LMNA splicing GFP/RFP minigene ratio, 48 h; 200,000 compounds, 0.01% hits; active = well fitted inhibition curve with a large enough effect in the signal ratio, with a control signal flat, not every such curve was filed as active; inconclusive = small, poorly fitted or top-dose-only effect, or effect the other way, or a change in a side signal; the % refers to the signal ratio; also: potency is read from the fitted curve at half-maximal effect; % is scaled to controls: 0 for no effect and ±100 for the full control effect
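S3 HeLa stable clones carrying a lamin A-EGFP splicing minigene plus DsRed2 were seeded at 600 cells/well in Opti-MEM with 2% FBS, pin-dosed and incubated 48 h at 37°C. Acumen cytometry (488 nm) gave the GFP/RFP total-intensity ratio.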
CBFb-RUNX1 inh – inhibitors of human CBF-beta and RUNX1 interaction; Q01196+Q13951; AlphaScreen CBFb-His/RUNX1-biotin binding, biochemical; Potency, µM (highest dose often 59.8 µM), without a hit: at the top dose activity, negative = inhibition, most hits filed as inhibitors; 230,000 tested, under 10 active; AID 1477; also: % of control where 0% means no effect
Target sequence (Q01196 whole entry, looked up): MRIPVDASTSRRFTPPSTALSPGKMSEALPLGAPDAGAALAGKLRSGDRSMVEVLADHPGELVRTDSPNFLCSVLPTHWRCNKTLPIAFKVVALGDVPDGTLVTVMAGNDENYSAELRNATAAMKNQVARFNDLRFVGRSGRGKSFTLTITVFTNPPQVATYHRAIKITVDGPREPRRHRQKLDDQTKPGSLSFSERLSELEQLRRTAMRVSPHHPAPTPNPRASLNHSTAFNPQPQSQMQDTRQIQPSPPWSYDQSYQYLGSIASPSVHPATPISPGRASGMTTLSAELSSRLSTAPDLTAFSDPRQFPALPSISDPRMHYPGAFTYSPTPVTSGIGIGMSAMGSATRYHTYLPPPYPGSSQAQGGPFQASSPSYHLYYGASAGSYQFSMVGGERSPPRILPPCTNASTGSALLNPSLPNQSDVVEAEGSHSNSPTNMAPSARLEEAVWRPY
Target sequence (Q13951 whole entry, looked up): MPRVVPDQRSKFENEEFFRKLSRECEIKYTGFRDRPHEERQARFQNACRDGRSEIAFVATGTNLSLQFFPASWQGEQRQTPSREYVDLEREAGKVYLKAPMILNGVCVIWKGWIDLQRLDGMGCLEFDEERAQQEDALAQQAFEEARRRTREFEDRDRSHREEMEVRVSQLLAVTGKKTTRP
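Room-temperature protein-protein interaction test with 30 nM each of His-tagged CBF-beta and biotinylated RUNX1, 15 min with compound, then 90 min with nickel plus streptavidin beads. Signal read in AlphaScreen mode.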
GAA spleen mod – lysosomal alpha-glucosidase (human) modulation; P10253; human spleen homogenate, 4-MU-alpha-glucoside fluorescence; Potency, µM (titrated, usually from 79.9 µM), for the others: at the highest dose activity change, negative = inhibition, most hits filed as inhibitors; 240,000 compounds, 0.006% hits; AID 2112;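 also: potency is read from the fitted curve at half-maximal effect; 0% = enzyme with vehicle and -100% = no enzyme basal signal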
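Human spleen homogenate (1 ug) incubated with compounds and 1 mM 4-methylumbelliferyl-alpha-D-glucopyranoside in pH 5.0 citrate/phosphate buffer, 37 C, 40 min. Stopped at pH 10; 4-MU fluorescence (Ex 365/Em 440 nm); AC50 by Hill fit.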
HTT aggregate – reduces HttQ103-GFP aggregates in PC12 cells. PC12 HttQ103-GFP aggregates, Acumen cytometry, 40 h. Potency, µM (highest dose often 46.1 µM), for inactives: at the highest dose activity change, negative = inhibition, actives largely listed as inhibitors. 220,000 compounds, 1.1% hits; also: potency is read from the fitted curve at half-maximal effect; % is scaled to controls: 0 for no effect and ±100 for the full control effect; nearly all actives have a fitted effect of over 60% in size
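Ecdysone-promoter PC12 model expressing HTT exon 1 Q103 fused to GFP, induced by tebufenozide at 100 nM final. Compounds titrated; aggregates sized 1–25 µm scored on a 488 nm laser cytometer.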
GAA glycogen – alters human alpha-glucosidase cleavage of glycogen; P10253; recombinant GAA, glycogen substrate, Amplex Red glucose oxidase fluorescence; Potency, µM (top dose mostly 76.4 µM), for the others: at the top dose activity change, negative = inhibition, actives largely listed as inhibitors; 300,000 compounds, 0.38% hits; AID 2100;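 also: potency is read from the fitted curve at half-maximal effect; 0% = full enzyme reaction and -100% = no-enzyme basal signal; the screen sought inhibitors and activators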
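Recombinant human enzyme (4 nM); glycogen substrate; 37 C, 40 min, pH 5.0. Readout: coupled glucose oxidase/Amplex Red fluorescence.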
HTT cytoprotect – cytoprotection in Huntington HTT-Q103 PC12 cell model; AID 1471; 230,000 compounds, 0.14% hits; PC12 HTT-Q103 induced, cytoprotection, ATP luminescence, 40 h; Potency, µM (series often up to 56.4 µM), without a hit: cytoprotection (ATP increase), most hits filed as activators;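 also: potency is read from the fitted curve at half-maximal effect; % of control where 0% means no effect; nearly all actives have a fitted effect of over 45% in size; toxic huntingtin expression switched on by the ecdysone agonist tebufenozide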
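Cells were plated at 1500 per well in phenol red-free DMEM with 5% equine and 5% calf serum. Tebufenozide (100 nM final) and compounds were added, then ATPlite reagent, and luminescence was read.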
* hit, by the source's call; u = inconclusive; x = not tested or not shown; & = joins results of further samples; [ ] = remark or other dose. Unless noted, calls follow the shape of the dose curve; as a rule, active = well fitted curve in the direction sought with a large enough effect; inconclusive = small, poorly fitted or top-dose-only effect, or another doubt; inactive = no such curve, though single readings can be large; an effect the other way counts as inactive or inconclusive. A portion of the library, so the mix of outcomes need not match the whole.

SMILES	GAA inhib	LMNA splice mod	CBFb-RUNX1 inh	GAA spleen mod	HTT aggregate	GAA glycogen	HTT cytoprotect
CCCCCCC(=O)N/N=C/c1c(O)n(C2CC2)c(=S)[nH]c1=O	x	x	u	-2%	31%[9.22 µM]	0%	29%[10 µM]
Cc1nn(Cc2ccccc2Cl)c(Cl)c1C(=O)OCC(=O)NCc1ccco1	7%	-6%	10%	-1%	-8%	2%	3%[10 µM]
CC(C)[C@]12CC(=O)[C@H](C)[C@H]1C2	x	x	13%[21.7 µM]	-3%	x	x	7%
CC1(C)Cc2c(C#N)c(N3CCNCC3)nc(-c3ccco3)c2CS1	x	x	4%	10%	-1%[9.22 µM]	7%	-10%[10 µM]
COc1ccccc1CN1CCCC(C(=O)c2ccccc2SC)C1 (stereo not given)	-13%	-27%[46 µM]	-7%	-16%	-6%[9.22 µM]	-7%	7%[10 µM]
O=C(c1ccccc1F)c1cn(Cc2ccc(F)cc2)c2ccccc12	1%	7%	18%	-3%	u	-4%	11%[10 µM]
COc1cccc2c1cc([N+](=O)[O-])c1c(C(=O)O)cc3c(c12)OCO3	x	x	1%	-1%&0%&-6%	x	x	-56%[inhibitor]
CCN1CCN(Cc2nnnn2C(C)(C)C)CC1	-2%	20%	10%	-7%	17%	4%	-8%[10 µM]
CC(=O)NN1C(=O)c2ccccc2NC1c1cccnc1 (stereo not given)	9%	x	2%	15%	-2%	-15%	-12%
COc1ccc(-c2nn(CCC#N)cc2C(=O)Nc2ccccc2Br)cc1[N+](=O)[O-]	x	x	-4%	-16%	21%[9.22 µM]	2%	7%[10 µM]
N=C1c2ccccc2CN1NC(=O)c1ccc(F)cc1	-4%	1%	-4%	1%	4%	13%	-4%
CCCN1CCCC(c2cccc(O)c2)C1 (stereo not given)	x	-16%	14%	-1%	x	x	x
Cc1ccc(C2(O)CCN3CCCCC32)cc1 (stereo not given)	-4%	4%	2%	-12%	5%	4%	-9%[0.074 µM]
C=CCn1c(O)c(C(C)=NCc2ccco2)c(=O)[nH]c1=O	-2%	-16%	1%	-6%	u	8%	9%
COCCCN1CCN(c2nnc3n2-c2sc(Br)cc2C(c2ccccc2Cl)=NC3)CC1	-1%	1%	-3%	-16%	2%	5%	13%
CN[C@@H]1C[C@H](c2ccc(Cl)c(Cl)c2)c2ccccc21	x	x	13%[21.7 µM]	-5%	x	x	-87%[inhibitor]
CC(C(=O)c1c[nH]c2ccccc12)N1CCN(C(=O)c2ccco2)CC1 (stereo not given)	3%[15.4 µM]	x	3%	-1%	1%[9.22 µM]	7%	15%[10 µM]
CCN1CCN(C(=O)Cc2ccccc2OC)CC1	u	x	-13%	3%	-2%[9.22 µM]	1%	2%[10 µM]
CN1C2CCC1CC(OC(=O)c1ccc(Cl)cc1)C2 (stereo not given)	11%	u	3%	-5%	8%	3%	-7%
Cc1ccc(C)c(Cn2c(C(=O)O)c(C=O)c3ccccc32)c1	2%	-21%[46 µM]	-2%	-1%	8%	-3%	u
CN(C)C(Cc1ccccc1)C(=O)c1ccc(-c2ccccc2)cc1 (stereo not given)	-5%	-14%	7%	4%	-17%	5%	13%
CC(Cc1ccccc1)[n+]1cc(/N=C(\[O-])Nc2ccccc2)on1 (stereo not given)	u	-8%	-2%	-5%	16%	4%	-12%
CC(C)(C)NC(=O)Cn1cc(C(=O)c2ccccc2F)c2ccccc21	4%	-4%	2%	1%	19%	6%	11%
Cc1cc(OCC(=O)O)c2c3c(c(=O)oc2c1)CCCC3	2%	6%	13%	-10%	-2%	1%	-2%
CC(=O)c1ccc(OC(C)C)c(Cc2c(O)[nH]c(=S)[nH]c2=O)c1	-17%	x	-3%	-1%	13%[9.22 µM]	-4%	-2%[10 µM]
SMILES	GAA inhib	LMNA splice mod	CBFb-RUNX1 inh	GAA spleen mod	HTT aggregate	GAA glycogen	HTT cytoprotect
CCCCn1c(=O)c(C(=O)Nc2cnccn2)c(O)c2ccccc21	1%	-1%	3%	-6%	u	7%	-6%[10 µM]
OC(CNC1CCCCC1)C(F)(F)F (stereo not given)	3%	x	-5%	-4%	32%	5%	-30%
CC(C)C(O)(C(=O)OC[C@@H]1CC[N+]2([O-])CCCC12)C(C)O (stereo not given in full)	x	x	1%	8%	x	x	-17%
CCC(=Nc1ccc(Cc2ccncc2)cc1)c1c(O)n(C)c(=O)n(C)c1=O	-3%	u	-4%	-3%	u	-20%	-29%
COP(=S)(OC)Oc1ccc([N+](=O)[O-])cc1	x	u	-5%[21.7 µM]	-13%&-4%	x	x	-3%
CCn1c(NN=O)nc2ccccc21	9%	u	u	-8%	-24%[9.22 µM]	-6%	-19%[10 µM]
O=C(Nc1ccccc1)c1cccn(Cc2ccccc2)c1=O	-13%	x	-10%	-2%	-9%	6%	-46%[inhibitor]
OCCN(Cc1ccccc1)Cc1cccc(F)c1	-6%	4%	9%	-2%	u	-9%	7%
O=C(O)c1cccc2nc3ccccc3nc12	-11%	-26%[46 µM]	6%	-5%	-1%	-5%	-59%[inhibitor]
Cc1ccc(-n2c(O)c(C=Nc3ccc(S(N)(=O)=O)cc3)c(=O)[nH]c2=O)cc1	0%	x	1%	3%	u	20%	x
COc1ccc(C(=O)Oc2cccc3cccnc23)cc1S(=O)(=O)N1CCOCC1	12%	x	6%	-8%	u	-20%	-79%[inhibitor][10 µM]
CCCN1CCC[C@@H]2Cc3cn[nH]c3C[C@H]21	x	x	6%	-2%	x	x	u
CCCCC(=O)N/N=C/c1c(O)n(-c2cccc3ccccc23)c(=O)[nH]c1=O	x	x	u	0%	-8%[9.22 µM]	-9%	-3%[10 µM]
COc1ccc(C2SCC(=O)Nc3c2c(=O)[nH]n3C2CCCCC2)cc1 (stereo not given)	-2%	-3%	4%	-6%	15%	-6%	-10%
CCC(=NCCN1CCOCC1)c1c(O)n(-c2ccccc2C)c(=O)[nH]c1=O	-5%	0%	-9%	-9%	14%	6%	13%
CCCCCCn1c(O)c(C=NCCN2CCCCC2)c(=O)[nH]c1=O	2%	-12%	10%	-1%	-11%	-3%	3%[10 µM]
Cc1ccc(S(=O)(=O)N2CC3CC(C2)c2cccc(=O)n2C3)cc1 (stereo not given)	6%	-5%	-5%	-2%	-8%	7%	-23%
CC1(C)N(O)C(c2ccc(C(=O)O)cc2)=[N+]([O-])C1(C)C	x	x	8%[21.7 µM]	2%	x	x	-35%[inhibitor][1.9 µM]
Cn1c(O)c(C(=N)COc2cccc(Cl)c2)c(=O)n(C)c1=O	1%	7%	0%	-24%	10%	-3%	8%
CN(C)c1ccc(C=C2C(=O)NC(=S)NC2=O)cc1[N+](=O)[O-]	5%	5%[46 µM]	6%	-3%	5%	-19%	-45%[inhibitor]
Cc1cccc(-n2c(-c3cccs3)nc3ccccc3c2=O)c1	2%	u	-4%	-2%	10%	8%	1%[1.9 µM]
CCCc1nc2ccccc2c(=O)n1-c1ccc(OC)cc1	6%	9%	1%	-8%	-11%	3%	-4%
CC(Cc1ccccc1)NC=O (stereo not given)	x	x	x	x	8%	1%[76.3 µM]	-35%[inhibitor]
CC(C)[C@@]1(NC(=O)[C@@H]2C=C3c4cccc5[nH]cc(c45)C[C@H]3N(C)C2)O[C@@]2(O)[C@@H]3CCCN3C(=O)[C@H](Cc3ccccc3)N2C1=O	-3%[15.4 µM]	-9%	u	9%	-5%	-2%	x
COC(=O)c1cccc(N=Cc2c(O)n(Cc3ccc(F)cc3)c(=O)[nH]c2=O)c1	x	x	6%	-1%	-12%[9.22 µM]	3%	-2%[10 µM]
SMILES	GAA inhib	LMNA splice mod	CBFb-RUNX1 inh	GAA spleen mod	HTT aggregate	GAA glycogen	HTT cytoprotect
CC1CCN(CC(=O)c2ccccc2Cl)CC1	8%	-2%	1%	-1%	0%	-2%	0%[10 µM]
O=C1/C(=C/c2ccc([N+](=O)[O-])cc2)N2CCC1CC2	u	u	6%	-11%	-10%	8%	0%[10 µM]
COc1cc(CNCCc2ccc3c(c2)OCO3)cc(OC)c1OC	4%	x	6%	7%	1%	-4%	x
CC(Cc1ccccc1)NC(=O)/C=C/c1ccc(Cl)cc1 (stereo not given)	1%	-7%	10%	-10%	12%	-4%	5%[10 µM]
O=C(CN1CCOCC1)Nc1ccc(Br)cc1C(=O)c1ccccc1	-3%	-2%	2%	1%	-2%	-2%	-26%[10 µM]
C=C(C)C1Cc2c(ccc3c(=O)c4c(oc23)COc2cc(OC)c(OC)cc2-4)O1 (stereo not given)	x	-14%	-8%	0%&-2%	x	x	x
Cc1ccc(N=C=O)cc1N=C=O	x	x	u	-12%	x	x	0%
CN(C)S(=O)(=O)c1ccc(C(=O)NNc2nc(-c3ccccc3)c3cc(Br)ccc3n2)cc1	u	u	-1%	-6%	u	u	1%[10 µM]
C=Cn1ccnc1P(=S)(c1ccc(Cl)cc1)c1nccn1C=C	0%	x	-2%	-1%	1%	1%	-18%
O=[N+]([O-])c1cc(O)c(O)c([N+](=O)[O-])c1	x	-17%&-5%	u	-10%&-3%&11%	x	x	0%
CN1CCN(c2ncnc(Cl)c2N)CC1	7%	1%[46 µM]	6%	-2%	x	-12%	x
COc1cccc(C(=O)C2CCCN(C3CCOCC3)C2)c1 (stereo not given)	12%	15%[46 µM]	8%	6%	-3%[9.22 µM]	-4%	8%[10 µM]

Fetched by compound from the list above:
SMILES	GAA inhib	LMNA splice mod	CBFb-RUNX1 inh	GAA spleen mod	HTT aggregate	GAA glycogen	HTT cytoprotect
CN(C)S(=O)(=O)c1ccc(C(=O)NNc2nc(-c3ccccc3)c3cc(Br)ccc3n2)cc1	u	u	-1%	-6%	u	u	1%[10 µM]
O=C(CN1CCOCC1)Nc1ccc(Br)cc1C(=O)c1ccccc1	-3%	-2%	2%	1%	-2%	-2%	-26%[10 µM]

As entered above:
Result for Cc1ccc(N=C=O)cc1N=C=O under GAA spleen mod: -12%
Result for CN1CCN(c2ncnc(Cl)c2N)CC1 under GAA glycogen: -12%
Result for C=C(C)C1Cc2c(ccc3c(=O)c4c(oc23)COc2cc(OC)c(OC)cc2-4)O1 (stereo not given) under GAA spleen mod: 0%&-2%
Result for CC1CCN(CC(=O)c2ccccc2Cl)CC1 under GAA glycogen: -2%
Result for COc1cccc(C(=O)C2CCCN(C3CCOCC3)C2)c1 (stereo not given) under HTT cytoprotect: 8%[10 µM]
Result for O=C1/C(=C/c2ccc([N+](=O)[O-])cc2)N2CCC1CC2 under CBFb-RUNX1 inh: 6%

From PubChem BioAssay
